# Rab9 promoter act = activators of Rab9 promoter; Huh7 Rab9 promoter-luciferase reporter, luminescence, 24 h; Potency, µM (titrated, usually from 9.22 µM), for the others: at the highest dose activation, negative = inhibition, most hits filed as activators; hit rate 2.8% among 320,000; AID 485297; also: potency is read from the fitted curve at half-maximal effect; % of control where 0% means no effect; nearly all actives have a fitted effect of over 60% in size
#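 Using Huh7 cells stably transfected with Rab9 promoter–luciferase, compounds were incubated 24 h at 37 °C, 5% CO2; luciferase luminescence was read 10 min after reagent addition.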
# Giardia killer = kills Giardia lamblia | Giardia lamblia trophozoite viability | activity change, % at 7.66 µM, hits read low | hit rate 0.15% among 340,000 | AID 540267; in the data active = activity change below about -80%; inconclusive = between about -30% and that limit;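 also: parasites exposed to compound for two days anaerobically before the ATP read; % is scaled to controls: 0 for no effect and ±100 for the full control effect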
#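 Killing of trophozoites was scored by loss of ATP luminescence after a 48 hrs anaerobic exposure to compounds at 37 deg C, using 100 cells per well.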
# Gal4-VP16 FLuc = counter-screen for ROR gamma inhibitors: Gal4-VP16 reporter. Drosophila S2 Gal4-VP16 UAS-luciferase, luminescence, 20 h. Potency, µM (series often up to 53.6 µM), inactives show top-dose activity, negative = inhibition, most hits filed as inhibitors. hit rate 3.5% among 310,000;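 also: Gal4-VP16 expression switched on by copper sulfate through the metallothionein promoter; potency is read from the fitted curve at half-maximal effect; % is scaled to controls: 0 for no effect and ±100 for the full control effect; nearly all actives have a fitted effect of over 50% in size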
# RORgamma inh = ROR gamma (mouse) transcription inhibition; Drosophila S2 Gal4-RORgamma UAS-luciferase reporter, 20 h; Potency, µM (highest dose often 53.6 µM), for the others: top-dose activity change, negative = inhibition, usual class: inhibitors; hit rate 5.4% among 310,000; AID 2551; also: potency is read from the fitted curve at half-maximal effect; % is scaled to controls: 0 for no effect and ±100 for the full control effect; nearly all actives have a fitted effect of over 60% in size
# Target sequence (P51450 whole entry, looked up, the tested form may be a part): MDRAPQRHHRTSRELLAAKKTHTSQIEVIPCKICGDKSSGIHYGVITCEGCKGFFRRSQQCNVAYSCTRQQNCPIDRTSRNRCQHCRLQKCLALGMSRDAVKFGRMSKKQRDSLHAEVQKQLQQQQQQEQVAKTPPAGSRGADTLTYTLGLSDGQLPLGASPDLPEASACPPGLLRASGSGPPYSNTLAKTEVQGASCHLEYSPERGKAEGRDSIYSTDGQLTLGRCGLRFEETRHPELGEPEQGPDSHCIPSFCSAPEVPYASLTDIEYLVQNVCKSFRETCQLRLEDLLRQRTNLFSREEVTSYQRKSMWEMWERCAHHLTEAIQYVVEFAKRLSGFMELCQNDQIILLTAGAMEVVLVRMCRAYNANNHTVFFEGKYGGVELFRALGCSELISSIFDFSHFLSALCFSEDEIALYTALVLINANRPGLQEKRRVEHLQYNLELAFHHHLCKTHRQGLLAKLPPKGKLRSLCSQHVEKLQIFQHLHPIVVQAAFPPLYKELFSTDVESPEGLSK
#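 Drosophila Schneider cells stably carrying a metallothionein-driven Gal4 DBD–ROR gamma fusion and a UAS-Photinus luciferase reporter were exposed to compound for 1 hr, then induced with copper sulfate (700 uM final) for 20 hr at ambient temperature before luminescence reading.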
# ELG1 genotox = genotoxicity induction in ELG1-luciferase HEK293T cells | HEK293T ELG1-luciferase reporter, luminescence, 16 h | AID 504466 | hit rate 1.3% among 330,000 | Potency, µM (titrated, usually from 46 µM), for inactives: at the highest dose activity change, positive = activation, hits mostly activators; also: potency is read from the fitted curve at half-maximal effect; % of control where 0% means no effect; nearly all actives have a fitted effect of over 60% in size
#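 HEK293T cells expressing luciferase-tagged ELG1 were exposed to compound or DMSO vehicle for 16 hr at 37 °C and 5% CO2. Luciferase activity was then measured with ONE-Glo after 30 min at room temperature.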
# uPA surface inh = cell surface uPA generation inhibition; cell surface uPA generation assay, qHTS; Potency, µM (doses to about 38.3 µM), without a hit: at the top dose activity change, negative = inhibition, usual class: inhibitors; hit rate 0.31% among 330,000; active = well fitted inhibition curve with a large enough effect; inconclusive = small, poorly fitted or top-dose-only effect; inactive = no such curve, though single readings can be large or run the other way; tested in mouse RAW 264.7 cells; also: potency is read from the fitted curve at half-maximal effect; % is scaled to controls: 0 for no effect and ±100 for the full control effect; nearly all actives have a fitted effect of over 55% in size
# Coupling enz = coupling enzyme interference in Giardia aldolase counter-screen | coupling enzyme system counterscreen, AmpLite Red fluorescence | hit rate 0.67% among 290,000 | activity change, negative = inhibition, % at 58.2 µM, hits read low | AID 2472; in the data active = activity change below about -30%; also: % is scaled to controls: 0 for no effect and ±100 for the full control effect
#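 Counterscreen lacking aldolase: glyceraldehyde-3-phosphate coupling-enzyme reagent preincubated 10 min at RT with compound (at 57.5 uM final), then substrate/coupling system with AmpLite Red added; fluorescence read at 525/598 nm after 20 min RT.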
# KCNH2 3.1 inh = blocks the human KCNH2 3.1 channel isoform; activity change, % (tested at about 1.8 µM); U2OS KCNH2 3.1, thallium flux FluxOr; hits give low values; hit rate 0.95% among 340,000;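 active = maximum activity change below -70%; inconclusive = maximum activity change from -70% to -50%; inactive = maximum activity change above -50%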;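 also: thallium influx rate constant from kinetic fluorescence after stimulation buffer; % is scaled to controls: 0 for no effect and ±100 for the full control effect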
#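 Normalized rate constant (relative to positive and negative DMSO controls) derived from a 2 min kinetic fluorescence read after stimulation; U2OS cells expressing the 3.1 isoform via virus at 1.77 x 10^8 /mL.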
# NPC1 promoter act = activators of NPC1 promoter | Potency, µM (doses to about 9.22 µM), inactives show at the highest dose activation, actives largely listed as activators | Huh7 NPC1 promoter luciferase reporter, 24 h | hit rate 2.4% among 320,000;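 also: potency is read from the fitted curve at half-maximal effect; % of control where 0% means no effect; nearly all actives have a fitted effect of over 60% in size; reporter is driven by a mutant NPC1 promoter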
#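 Readout is luciferase luminescence, reflecting NPC1 promoter activation in stably transfected Huh7 cells after 24 h compound exposure at 37 °C in reduced-serum medium with 10% FBS.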
# Tb PFK block = inhibitors of T. brucei phosphofructokinase; O15648; T. brucei PFK, ADP-Glo luminescence; Potency, µM (titrated, usually from 57.5 µM), for the others: at the top dose activity, negative = inhibition, actives largely listed as inhibitors; hit rate 0.17% among 330,000;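 also: potency is read from the fitted curve at half-maximal effect; 0% = uninhibited 1x PFK enzyme wells and -100% = no-enzyme wells; nearly all actives have a fitted effect of over 60% in size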
#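 In TEA buffer at pH 8.0 with 5 mM MgCl2, enzyme (1.25 nM) converted F6P (0.5 mM) and ATP (0.1 mM) for 45 min at room temperature. ADP product was read by luciferase luminescence.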
# FLuc counter = inhibits or activates purified firefly luciferase, miR-21 counter-screen | purified FLuc, Km substrates, luminescence inhibition | hit rate 6.9% among 360,000 | Potency, µM (titrated, usually from 57.5 µM), for the others: at the top dose activity change, negative = inhibition, usual class: inhibitors | AID 588342 | P08659;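 also: potency is read from the fitted curve at half-maximal effect; plate controls were vehicle for no effect and reference inhibitor for full effect; nearly all actives have a fitted effect of over 55% in size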
# Target sequence (P08659 whole entry, looked up): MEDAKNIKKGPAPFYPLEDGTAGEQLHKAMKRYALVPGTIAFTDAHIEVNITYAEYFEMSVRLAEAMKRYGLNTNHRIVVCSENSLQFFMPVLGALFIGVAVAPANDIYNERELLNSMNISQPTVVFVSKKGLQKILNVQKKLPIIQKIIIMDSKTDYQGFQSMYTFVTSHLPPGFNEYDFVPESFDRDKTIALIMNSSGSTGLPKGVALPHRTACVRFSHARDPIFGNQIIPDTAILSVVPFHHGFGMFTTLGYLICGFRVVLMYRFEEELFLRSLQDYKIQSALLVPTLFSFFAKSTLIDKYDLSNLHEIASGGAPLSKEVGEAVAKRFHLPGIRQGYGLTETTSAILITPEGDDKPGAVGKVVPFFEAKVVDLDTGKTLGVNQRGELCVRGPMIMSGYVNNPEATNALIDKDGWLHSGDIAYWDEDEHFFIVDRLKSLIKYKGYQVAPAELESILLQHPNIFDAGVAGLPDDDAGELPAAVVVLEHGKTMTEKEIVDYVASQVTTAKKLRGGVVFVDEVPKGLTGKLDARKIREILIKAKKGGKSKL
#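 Purified P. pyralis luciferase, 10 nM final, with Km-level 10 uM D-luciferin and 10 uM ATP in 50 mM Tris acetate pH 7.5, 10 mM Mg acetate, 0.01% Tween-20, 0.05% BSA; 6-point qHTS titration about 60 µM downward; luminescence read.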
# Active calls of the source: *; ? = inconclusive; . = no result given; & = joins results of further samples; [ ] = another dose, or the depositor's remark. Unless noted, calls follow the shape of the dose curve; as a rule, active = well fitted curve in the direction sought with a large enough effect; inconclusive = small, poorly fitted or top-dose-only effect, or another doubt; inactive = no such curve, though single readings can be large; an effect the other way counts as inactive or inconclusive.
no.	mol	KCNH2 3.1 inh	Gal4-VP16 FLuc	Rab9 promoter act	NPC1 promoter act	FLuc counter	Giardia killer	RORgamma inh	ELG1 genotox	Tb PFK block	uPA surface inh	Coupling enz
1	CN(Cc1cccc(Cl)c1)C(=O)C1CSC2(C)CCC(=O)N12 (stereo not given)	-2	12%	-4%	1%	-2%	28	8%	-2%	1%	1%	.
2	Cc1ccc(N2CC(C(=O)Nc3ccccn3)CC2=O)cc1 (stereo not given)	3	.	-3%	-1%	6%	-1	-7%[0.365 µM]	0%	-6%	-4%	4
3	CCN1c2ccccc2-c2nc3ccccc3n2C1c1ccccn1 (stereo not given)	15	-11%	-2%	-8%	0%	-4	8.9µM*	-4%	-6%	3%	-7
4	Cc1ccc(S(=O)(=O)N2CCCCC2)cc1C(=O)Nc1cccnc1	-41	-2%	2%	0%	-1%	8	15%	0%	-2%	0%	-1
5	CC(=O)Nc1ccc(OC(=O)Oc2ccc(NC(C)=O)cc2)cc1	-3	8%	0%	2%	?	3	-28%	0%	6%	-18%	0
6	C=CCNC(=S)N1CCC(C(=O)c2ccc(F)cc2)CC1	2	6%	0%	-1%	1%	5	0%	2%	0%	-3%	3
7	NS(=O)(=O)c1ccc(CNC(=O)/C=C/c2ccc(Cl)c(Cl)c2)cc1	2	-5%	-1%	-3%	-2%	17	29%	1%	-4%	-5%	1
8	CC(C)=C1C2CCC1C(C(=O)Nc1cc(C)cc(C)c1)C2C(=O)O (stereo not given)	12	-1%[10 µM]	0%	-6%	-2%	-4	-10%	-3%	1%	1%	-2
9	CC(C)CC(=O)NC(=S)NNC(=O)c1cccc([N+](=O)[O-])c1	-1	?	-3%	-2%	-3%	?	13µM*	0%	5%	1%	-9
10	CC(=O)NC(NC(=S)Nc1c(C)n(C)n(-c2ccccc2)c1=O)C(Cl)(Cl)Cl (stereo not given)	-7	0%	-1%	-2%	0%	-2	-1%	-2%	1%	19%	0
11	CCOc1cccc(CN2CCCC(C(=O)Nc3cccc(-n4cccn4)c3)C2)c1 (stereo not given)	-17	-2%	1%	-8%	1%	12	12%	-10%	-4%	15%	.
12	CCCSc1nnc(CNC(=O)C23CC4CC(CC(C4)C2)C3)n1Cc1ccccc1	-7	-5%	-2%	-4%	1%	-18	-4%	-1%	-3%	0%	0
13	CCN(c1ccc(C)cc1C)S(=O)(=O)c1nnc(NC(=O)C(C)C)s1	-2	-20%	-7%	-3%	1%	21	-18%	-5%	0%	2%	0
14	COC(=O)c1ccc(COC(=O)c2cccn2C)o1	-7	38%	6%	25%	?	1	-18%	?	15%	-4%	1
15	CCc1ccc(C2c3[nH]c4ccccc4c3CCN2C(=O)c2cc[n+]([O-])cc2)cc1 (stereo not given)	-11	-14%	0%	-4%	3%	20	-1%	-4%	0%	?	-1
16	CCOc1ccc2nc(SCC(=O)NNC(=O)c3ccco3)c(C)cc2c1	1	-12%	0%	-3%	-4%	11	-32%	6%	7%	4%	0
17	O=C(NCCCSc1ccccc1)c1cccnc1	-17	-10%	14%	3%	-13%	6	?	5%	?	-3%	.
18	Cc1ccc(C(=O)N/C(=C\c2cccs2)C(=O)N2CCCCCC2)cc1	1	2%	-1%	1%	?	-9	5%	-1%	2%	7%	4
19	Cc1ccccc1NS(=O)(=O)c1ccc(C(=O)N2CCC2)cc1	16	.	-16%	3%	-32%	9	.	-2%	0%	3%	.
20	CC1(c2ccc(OC(F)F)cc2)NC(=O)N(CC(=O)Nc2cccc(S(N)(=O)=O)c2)C1=O (stereo not given)	-3	4%	2%	0%	0%	-5	-2%	6%	4%	9%	-2
21	CCc1ccc(NC(=O)C2(C)Cc3ccccc3C(=O)O2)cc1 (stereo not given)	-11	3%	?	14%	?	11	?	?	-1%	5%	2
22	O=C(c1ccccc1)C1CCN(C(=O)Nc2ccccc2)CC1	9	1%	17%	11%	?	2	17%	2%	0%	-1%	0
23	Cc1ccc(-c2nc(NC(=O)CSc3ccc4ccccc4n3)ns2)cc1	-5	?	-5%	0%	-7%&-18%	-1	-29%	6%	3%	3%	0
24	COCCNC(=O)c1c(N)n(-c2cccc(C)c2)c2nc3ccccc3nc12	13	-4%	6%	4%	-13%	15	-6%	-16%	4%	9%	-38*
25	Cc1c(Cl)cccc1N1CC(C(=O)Nc2nccs2)CC1=O (stereo not given)	-3	-1%	8%	5%	-3%	2	-19%	-3%	-25%	7%	-1
26	O=C(COc1cccc(NC(=O)c2ccccc2)c1)c1ccccc1	0	-1%	-3%	-3%	15µM*	2	2%	0%	-1%	7%	1
27	COc1cccc(C2C(C(=O)c3sc(C)nc3C)=C(O)C(=O)N2CCN2CCOCC2)c1 (stereo not given)	5	5%	3%	9%	-1%	9	-11%	2%	-1%	-3%	-2
28	COc1ccc(Cc2nnc(SCC(=O)c3ccc4c(c3)NC(=O)CO4)o2)cc1	2	.	-1%	-2%	3%	-1	.	1%	-3%	0%	.
29	Cc1ccccc1-n1c(SCc2cc(=O)n3ccccc3n2)nc2[nH]ncc2c1=O	0	-10%	-4%	-1%	4%	-7	2%	-1%	1%	-1%	-1
30	O=C(C1CCCCC1)N1CCN(c2ccnc3cc(Cl)ccc23)CC1	-23	?	-15%	-6%	-2%	12	-44%	-9%	2%	0%	-3
31	CCOC(=O)C1CCN(S(=O)(=O)c2cc(Cl)c(C)cc2OC)CC1	5	2%	-5%	2%	8%	-15	20%	2%	9%	9%	4
32	CCOCCOC(=O)COc1ccc2c(-c3ccccc3)cc(=O)oc2c1	12	4%	-2%	-1%	?	-12	3%	1%	3%	0%	3
33	CC1=NN(c2ccccc2)C(=O)C1N=Nc1ccc(N)cc1 (stereo not given)	-4	8.9µM*	-12%	-8%	?	-16	3%	-3%	-5%	-11%	-18
34	CCCc1cc(=O)n2[nH]c(NCc3c(Cl)cccc3Cl)nc2n1	8	-7%	5%	0%	-3%	-6	-12%	0%	23%	-2%	5
35	O=[N+]([O-])c1ccc2ccn(C3OCC(O)C(O)C3O)c2c1 (stereo not given)	6	-4%	-3%	-4%	?	8	-6%	-1%	-8%	1%	0
36	CC1(C)NC(C)(C)c2nonc2/C1=N\O	-2	-2%	2%	-2%	9%	-5	-14%	4%	0%	1%	3
37	N#Cc1cccc(NC(=O)CNc2cc(S(=O)(=O)N3CCOCC3)ccc2N2CCCC2)c1	-5	.	-2%	0%	12%	-17	.	3%	-9%	1%	.
38	O=C(NC1CCN(CC(=O)N(c2ccccc2)c2ccccc2)CC1)c1ccc([N+](=O)[O-])cc1	-111*	-7%	-1%	-5%	4%	1	26%	-2%	-7%	.	-1
39	O=C(O)c1cc(N2N=C(C(F)(F)F)/C(=C/C=C/c3ccco3)C2=O)ccc1Cl	13	?	-3%	-4%	24µM*	5	7%	-2%	17µM*	-5%	2
40	COc1ccc(C(=O)NC2CCN(Cc3c(F)cccc3Cl)CC2)cc1OC	2	-10%	-2%	2%	1%	-3	-2%	-3%	0%	9%	1
41	Cn1c(=O)c2cn(-c3ccccc3)cc2n(C)c1=O	6	5%	0%	-4%	1%	-5	3%	2%	4%	1%	1
42	Oc1[nH]c2ccc(Br)cc2c1N=NC(=S)Nc1ccc(F)cc1	-12	7.9µM*	-3%	-3%	5%	11	0.79µM*	-15%	0%	-8%	-2
43	CCOc1ncccc1C(=O)Nc1cc(S(=O)(=O)N2CCCCC2)ccc1Cl	-6	.	-2%	-2%	2%	12	.	3%	-1%	3%	.
44	Cc1ccnc2nc(C(=O)NCc3ccccc3)nn12	-17	9%	8%	1%	1%	0	37%	0%	-1%	7%	-2
45	O=C(NCCNC(=O)c1ccccn1)c1ccc(F)cc1	3	-13%	5%	-5%	-2%	7	1%	0%	-1%	0%	3
46	CCOc1ccccc1N1CCN(C(=O)CC(C)(C)C)CC1	-4	2%	3%	-5%	-1%	-16	7%	-3%	12%	1%	0
47	CNc1c(N=Cc2cccnc2)c(=O)n(C)c(=O)n1C	-1	-18%	-3%	1%	1%	2	1%	-3%	0%	9%	0
48	COc1ccc(-n2c(C)cc(C(=O)CSc3ccc(NC(C)=O)cc3)c2C)cc1	5	?	19%	28%	?	?	?	4%	-6%	-2%	-6
49	O=C(COC(=O)c1cccc(Br)c1)NCCC1=CCCCC1	15	1%	8%	3%	-12%	-1	-11%	1%	2%	4%	3

# Retrieved by compound from above, 2 records:
no.	mol	KCNH2 3.1 inh	Gal4-VP16 FLuc	Rab9 promoter act	NPC1 promoter act	FLuc counter	Giardia killer	RORgamma inh	ELG1 genotox	Tb PFK block	uPA surface inh	Coupling enz
45	O=C(NCCNC(=O)c1ccccn1)c1ccc(F)cc1	3	-13%	5%	-5%	-2%	7	1%	0%	-1%	0%	3
42	Oc1[nH]c2ccc(Br)cc2c1N=NC(=S)Nc1ccc(F)cc1	-12	7.9µM*	-3%	-3%	5%	11	0.79µM*	-15%	0%	-8%	-2

# Screening data from PubChem BioAssay.
